From PubChem BioAssay
TAAR1 agonist: agonists of human TAAR1 | CHO RD-HGA16 TAAR1, Fluo-8 calcium fluorescence; vehicle wells 0%, saturating PEA agonist 100% | 360,000 tested, 0.99% active | activation, % at 3 µM | Q96RJ0;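 active = activation above the mean activation of all test compounds in the run plus 3 SD, cut at about 38% in these data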
Target sequence (Q96RJ0 whole entry, looked up): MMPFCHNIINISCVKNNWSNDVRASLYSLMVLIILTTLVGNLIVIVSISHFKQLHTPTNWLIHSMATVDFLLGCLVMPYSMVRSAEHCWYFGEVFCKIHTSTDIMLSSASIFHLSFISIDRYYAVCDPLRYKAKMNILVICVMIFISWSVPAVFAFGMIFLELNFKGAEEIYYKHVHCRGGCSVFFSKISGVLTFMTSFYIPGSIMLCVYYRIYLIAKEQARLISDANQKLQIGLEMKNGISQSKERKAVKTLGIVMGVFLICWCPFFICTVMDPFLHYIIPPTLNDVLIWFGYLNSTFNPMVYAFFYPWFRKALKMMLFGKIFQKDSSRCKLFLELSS
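Assay system: CHO-derived RD-HGA16 cells with stable Gα16 and human TAAR1; timing: 17-24 h seeding, 75 min 37 °C dye, 30 min RT; read-out: % activation from peak over basal fluorescence ratio, DMSO-to-PEA scaled; measured by: kinetic Fluo-8 calcium fluorescence; benchmarks: low control DMSO, high control PEA (EC100); doses: 3 µM single concentration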
TAAR1 antagonist: antagonists of human TAAR1 | Q96RJ0 | inhibition, % at 3 µM | CHO RD-HGA16 TAAR1, Fluo-8 calcium fluorescence, antagonist | 360,000 tested, 1.5% active;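 active = inhibition above a per-plate cutoff, the mean inhibition of test compounds on that plate plus 3 SD, cut at about 49% in these data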;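 note: 0% = DMSO plus EC80 beta-PEA response and 100% = DMSO alone without agonist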
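Test system: RD-HGA16 CHO cells with stable hTAAR1 and Gα16 / Probe or stimulus: EC80 β-phenethylamine stimulus / Times: seeding 17-24 h prior, 75-min 37 °C, 30-min RT dye loading / Detection: Fluo-8 calcium-sensitive fluorescence / Read-out basis: % inhibition scaled between DMSO and EC80 PEA controls / Repeats: singlicate, one well per test compound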
M1 ag parental: M1 agonist counterscreen hit in parental CHO-K1 cells. AID 602248. activation, % at 3 µM. Fluo-8 calcium fluorescence; scaled to maximal ATP response, vehicle zero. 360,000 tested, 0.48% active; in the data active = activation above about 15%;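 note: untransfected CHO-K1 host cells lacking M1 receptor as counterscreen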
CHO-K1 Ca antag: M1 antagonist counterscreen hit in parental CHO-K1 cells; ATP-induced calcium, Fluo-8 fluorescence; inhibition, % at 3 µM; 360,000 tested, 0.6% active; AID 602250;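 active = inhibition above a per-plate cutoff, the plate's mean sample inhibition plus 3 SD, cut at about 24% in these data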;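 note: 0% = DMSO plus EC80 ATP and 100% = DMSO alone without ATP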
CHO parental Ca: counter-screen for OX1R antagonists: effect in parental CHO cells; parental CHO-K1, ATP-induced calcium, Fluo-8 fluorescence; inhibition, % at 5.6 µM; 330,000 tested, 0.63% active;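 active = inhibition above that plate's mean sample inhibition plus 3 SD, cut at about 26% in these data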;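 note: 0% = ATP-challenged DMSO wells and 100% = DMSO wells without ATP; some compounds past the cut are filed as inactive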
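Assay system: parental CHO cells; Read-out basis: percent inhibition of ATP-evoked calcium rise, normalized to controls; Benchmarks: ATP and no-ATP DMSO wells; Compound dosing: single nominal dose of 5.6 µM per compound; Signal: Fluo-8 calcium dye fluorescence; Also added: ATP as calcium-mobilizing challenge; Repeats: singlicate.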
CHRM1 agonist: activates human CHRM1 receptor; P11229; CHO-K1 hM1, Fluo-8 calcium fluorescence, agonist mode; 0% DMSO, 100% acetylcholine EC100; activation, % at 3 µM; 360,000 tested, 0.33% active; AID 588814;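 active = activation above the run's mean compound activation plus 3 SD, cut at about 16% in these data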;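 note: peak over basal fluorescence ratio within a 140 s kinetic read after compound addition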
OXTR potentiator: potentiators of human oxytocin receptor. P30559. CHO-OTR cells, Fluo-8 calcium fluorescence, potentiator mode; 0% = oxytocin EC15, 100% = EC100. activation, % at 3 µM. 320,000 tested, 0.061% active. AID 2445;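 active = activation above that plate's cutoff, the mean activation of tested compounds plus 3 SD, cut at about 6.6% in these data, passing the limit was not always enough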;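 note: 100% uses oxytocin at 75 nM as the full agonist control; some results filed as inactive read as strong as hits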
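Material: CHO-OTR cells, human receptor; compound dosing: single dose, 3.0 µM nominal final compound concentration; schedule: 6 min compound pre-incubation at room temperature, 100 s kinetic read; measured by: kinetic Fluo-8 calcium fluorescence; read-out basis: % activation vs EC15 and EC100 oxytocin; controls: EC15 oxytocin alone as 0%, 75 nM oxytocin as 100%; replicates: singlicate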
M1 PAM parental: nonselective activator or artifact in parental CHO-K1 calcium assay. ATP EC20, Fluo-8 calcium fluorescence; 0% at ATP EC20, 100% at ATP max. 360,000 tested, 0.02% active. activation, % at 3 µM;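 active = activation above the run cutoff, the mean activation of all test compounds plus 3 SD, cut at about 40% in these data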;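 note: peak over basal fluorescence ratio in a 140 s read after ATP addition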
V1aR counter: V1a receptor agonism, counter-screen for OXTR agonists | CHO-V1R cells, Fluo-8 calcium fluorescence, agonist mode; 0% DMSO, 100% 3 nM vasopressin | 320,000 tested, 0.25% active | activation, % at 3 µM | P37288 | AID 2797;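 active = activation above the mean activation of all tested compounds plus 3 SD, per screening run, cut at about 20% in these data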;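 note: signal is peak over basal fluorescence ratio across a 100 second FLIPR read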
Target sequence (P37288 whole entry, looked up): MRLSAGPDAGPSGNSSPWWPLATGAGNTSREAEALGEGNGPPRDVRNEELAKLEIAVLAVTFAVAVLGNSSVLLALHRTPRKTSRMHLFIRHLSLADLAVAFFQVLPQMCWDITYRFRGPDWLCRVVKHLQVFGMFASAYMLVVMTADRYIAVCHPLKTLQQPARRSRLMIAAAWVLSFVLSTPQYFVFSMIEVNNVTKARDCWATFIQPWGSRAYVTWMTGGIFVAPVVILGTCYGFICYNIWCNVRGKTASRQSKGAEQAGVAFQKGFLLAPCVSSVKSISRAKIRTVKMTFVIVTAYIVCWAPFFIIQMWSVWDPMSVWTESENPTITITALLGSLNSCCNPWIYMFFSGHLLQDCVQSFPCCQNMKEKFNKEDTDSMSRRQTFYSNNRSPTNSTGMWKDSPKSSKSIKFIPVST
* marks the source's active call; other numbers are inactive results; . = not tested or not shown.

Preview (5 entries):
SMILES	TAAR1 agonist	TAAR1 antagonist	M1 ag parental	CHO-K1 Ca antag	CHO parental Ca	CHRM1 agonist	OXTR potentiator	M1 PAM parental	V1aR counter
CCN(CC)C(=O)c1c(-c2ccccc2)oc2ccc(OC)cc12	6	-13	-0.1	1	-12	-5	-7	-8	-1.5
Cc1cccc(-c2noc(CCCOc3ccc(Cl)cc3Cl)n2)c1	0	17	0.1	-1	-8	0	7	7	0.3
COc1ccc(C(=O)NCc2cccnc2)cc1	8	7	0.6	-13	-4	-4	-8	16	2.5
CCC(C)NC(=O)COc1ccccc1[N+](=O)[O-] (stereo unspecified)	0	-3	6.4	5	-2	-11	-9	11	1.3
Cc1ccc(-c2nnn(CC(=O)NC3CCN(Cc4ccccc4)CC3)n2)cc1	3	1	-0.8	1	-10	-4	-12	10	6.1

The listing (from the top)
SMILES	TAAR1 agonist	TAAR1 antagonist	M1 ag parental	CHO-K1 Ca antag	CHO parental Ca	CHRM1 agonist	OXTR potentiator	M1 PAM parental	V1aR counter
CCN(CC)C(=O)c1c(-c2ccccc2)oc2ccc(OC)cc12	6	-13	-0.1	1	-12	-5	-7	-8	-1.5
Cc1cccc(-c2noc(CCCOc3ccc(Cl)cc3Cl)n2)c1	0	17	0.1	-1	-8	0	7	7	0.3
COc1ccc(C(=O)NCc2cccnc2)cc1	8	7	0.6	-13	-4	-4	-8	16	2.5
CCC(C)NC(=O)COc1ccccc1[N+](=O)[O-] (stereo unspecified)	0	-3	6.4	5	-2	-11	-9	11	1.3
Cc1ccc(-c2nnn(CC(=O)NC3CCN(Cc4ccccc4)CC3)n2)cc1	3	1	-0.8	1	-10	-4	-12	10	6.1
CC(NC(=O)NNC(=O)c1ccncc1)(C(F)(F)F)C(F)(F)F	1	-20	1.9	-16	-2	-6	0	28	0.1
CN1CCN(c2c(/C=N/O)c3ccccc3n2C)CC1	-1	-3	1.1	-17	-3	-6	1	11	0.8
C[C@H]1CN([C@@H](C)CO)C(=O)CCCn2nncc2CO[C@H]1CN(C)S(C)(=O)=O	3	-16	0.8	-9	.	-2	.	23	.
Cc1ccccc1OCCOC(=O)c1ccc(S(=O)(=O)N2CCCC2)cc1	4	30	0.1	-8	30*	-3	-8	12	2.2
Cc1c(C)n(CCCN(C)C)c2ncnc(NCc3ccccc3)c12	6	-10	0.0	3	-11	-8	-11	11	0.2
COc1ccc(C(CCNC(C)c2ccccc2)c2ccc(F)cc2)cc1 (stereo unspecified)	51*	15	1.8	24	-1	0	-15	-15	5.0
CC(Sc1nnc(COc2ccc3ccccc3c2)n1C)C(=O)O (stereo unspecified)	1	-4	0.1	2	-12	-2	-16	-1	-0.7
O=C(NC(C(=O)c1ccccc1)c1ccccc1)c1ccccc1 (stereo unspecified)	3	42	0.6	-4	.	-2	.	0	.
CCSc1nc(C)c(CC)c(C)c1C(N)=O	9	-3	0.2	3	-7	-3	-9	-6	0.2
O=C(O)CC/C(=N\Nc1ccc([N+](=O)[O-])cc1S(=O)(=O)N1CCOCC1)c1cccs1	0	-5	0.8	-10	-18	-2	1	6	-0.2
COC(=O)C1=C(C)N(Cc2ccccc2)C(=NCc2ccc(OC)cc2)N[C@H]1c1cccc(F)c1	31	25	11	5	24	-3	-15	1	20
O=C(Nc1ccccc1C(F)(F)F)c1cc(-c2ccco2)on1	3	-18	-0.6	-8	-10	-4	0	-19	-0.9
C=CCNC(=O)C1CC(=O)N(c2ccc(OCC(=O)Nc3ccc(Cl)c(C(F)(F)F)c3)cc2)C1 (stereo unspecified)	6	5	0.1	7	-5	-3	-17	-8	0.4
O=[N+]([O-])c1ccc(/C=N/n2cnc3ccccc32)s1	5	-9	1.9	-6	-2	-5	-5	26	1.5
COC(=O)c1ccccc1NC(=O)N1CCN(Cc2ccco2)CC1	1	11	0.6	-15	-1	-4	-10	5	0.6
CCc1ccc(C(=O)/C=C/Nc2ccc(S(=O)(=O)Nc3onc(C)c3C)cc2)cc1	5	-5	-0.7	-2	-14	-5	-9	10	-0.2
COc1ccc(/C=C/c2onc(C)c2S(=O)(=O)N2CCC(C(=O)N3CCC(C)CC3)CC2)cc1	-3	-10	3.1	-5	-28	-3	-10	-18	1.7
COCC1CCN(C(=O)C2CCC(=O)N(CCc3ccc(Cl)cc3)C2)CC1 (stereo unspecified)	0	5	0.2	-7	-18	-1	-20	13	-0.1
O=C(Cn1ncc2c(=O)oc3ccccc3c21)N1CCCc2ccccc21	2	0	0.1	-6	-6	-1	-9	12	-0.4
CCOC(=O)CCCCCC(=O)Nc1ccc2c(c1)C(=O)N([C@@H](C)CO)C[C@@H](C)[C@H](CN(C)C(=O)Nc1ccccc1)OCCCC[C@H](C)O2	-2	-17	0.0	-2	.	-8	.	11	.
CCCCN1CC(COCc2ccccc2)Oc2cccc(Oc3cc(C)c(C)c(C)c3)c2S1(=O)=O (stereo unspecified)	11	-19	1.2	-5	.	0	.	12	.
Cc1ccccc1OCC(=O)N/N=C/c1cc2ccccc2nc1Cl	4	6	0.7	-3	-20	-2	-5	12	3.0
C=C1C(O)C[C@H]2C(=C)CCC3[C@H](OC(=O)[C@]3(O)CO)[C@@H]12 (stereo partly specified)	18	-10	-0.4	-4	10	0	1	-13	0.4
CCCC(=O)Nc1ccc2c(c1)nc1n2CCN(CCOC)C1	0	-16	5.9	3	.	5	.	12	.
O=C(c1ccc(OC2CCN(Cc3ccc(F)cc3)CC2)cc1)N1CCCC1	5	-28	1.9	-9	-27	-6	-10	6	0.3
N#Cc1c(-c2ccccc2)nc(SCc2nc(N)nc(N3CCCCC3)n2)[nH]c1=O	9	-8	-0.4	11	-7	1	-3	-4	1.1
CN(C(=S)NC(=O)C12CC3CC(CC(C3)C1)C2)c1ccc(O)cc1	3	-3	0.4	-9	-18	-6	-9	8	1.2
COC(=O)C[C@H]1c2cc(C(F)(F)F)ccc2S(=O)(=O)N1Cc1ccccc1	2	9	-0.4	-18	-15	-5	-4	6	-0.9
COc1ccc(S(=O)(=O)NCc2cccnc2)cc1C	-1	-8	0.2	0	-10	1	-1	-9	0.3
COc1cc(NC(=O)NCC2CCN(Cc3ccccc3C)CC2)cc(OC)c1OC	-1	-2	0.4	-16	.	-12	.	-3	.
CCCCn1c(Cl)nc2c1c(=O)n(C)c(=O)n2C	1	5	0.2	3	-7	-1	-3	1	0.4
CN(CC(=O)Nc1ccccc1Br)C(=O)CCCSc1nc2ccccc2[nH]1	2	-13	0.8	14	-22	-5	-2	-4	-1.1
CC(C)NS(=O)(=O)c1ccc(NC(=S)NC(=O)c2ccc(-c3ccccc3)cc2)cc1	8	7	1.0	4	4	-5	-9	-14	1.0
Cc1ccccc1C(=O)N/N=C/c1ccc([N+](=O)[O-])s1	13	-12	8.4	5	-4	0	-3	15	0.5
CC(=O)SCC(C)C(=O)NCc1ccccc1 (stereo unspecified)	-4	6	0.8	-14	-10	-2	-1	3	-0.1
COc1ccc(S(=O)(=O)CCC(=O)N2c3ccccc3CC2C)cc1 (stereo unspecified)	11	-17	0.2	-5	-9	-3	-6	16	0.2
CCNc1ccc(Br)cc(C(=O)/C=C/c2ccc3c(c2)OCO3)c1=O	1	-15	-0.3	-3	-9	-1	-12	25	-0.4
Cn1nc(-c2ccccc2)c(CO)c1Sc1ccccc1	6	17	1.2	4	-13	-2	-4	3	0.8
COC(=O)CNc1n[nH]c(=S)[nH]c1=O	4	-16	0.0	5	-5	-2	-4	-1	-0.1
Cc1cc(=O)n(CNC(=O)c2ccccc2)c(=S)[nH]1	8	-9	-0.1	-1	-6	13	2	10	-0.4
CCOC(=O)c1oc2cc(OC(C)=O)ccc2c(=O)c1-c1ccc(OC)c(OC)c1	0	-3	4.8	-3	-18	0	-11	-6	0.5
CC1Cc2ccccc2N1C(=S)Nc1ccc(S(N)(=O)=O)cc1 (stereo unspecified)	4	0	-0.2	-4	1	4	2	16	0.8
O=C(c1cnn(C(=O)c2ccc(O)cc2)c1)c1ccccc1O	8	-19	.	.	5	.	-7	.	-0.5
CN(C)c1ccc(C(=O)N(Cc2ccccc2)Cc2ccccc2)cc1	1	13	0.2	2	-13	-4	-10	4	0.3
COc1ccc2cnn(-c3ccc(C)cc3)c(=O)c2c1OC	6	-12	0.3	-15	-9	-3	-3	18	-0.2
C[C@H](CO)N1C[C@H](C)[C@@H](CN(C)C(=O)NC2CCCCC2)Oc2ccc(NC(=O)C3CC3)cc2C1=O	8	-13	-0.1	-11	.	-1	.	4	.

Only TAAR1 antagonist and V1aR counter, for 4 of the compounds above:
SMILES	TAAR1 antagonist	V1aR counter
COc1ccc(S(=O)(=O)CCC(=O)N2c3ccccc3CC2C)cc1 (stereo unspecified)	-17	0.2
CCNc1ccc(Br)cc(C(=O)/C=C/c2ccc3c(c2)OCO3)c1=O	-15	-0.4
Cn1nc(-c2ccccc2)c(CO)c1Sc1ccccc1	17	0.8
COC(=O)CNc1n[nH]c(=S)[nH]c1=O	-16	-0.1
